High-throughput results: PubChem, NCI
NCI-60 one-dose screen, 48 h, at 10 µM unless noted. Numbers give growth in % (100 = growth as untreated, 0 = no growth, -100 = all killed).
SN12C: SN12C renal cancer cells; 3.8% of 81,000 active; AID 1794767
SF-268: SF-268 CNS cancer cells; 3.1% of 82,000 active; AID 1794759
TK-10: TK-10 renal cancer cells; 3.9% of 81,000 active; AID 1794769
UO-31: UO-31 renal cancer. AID 1794768. 5.2% of 81,000 active
SF-295: SF-295 CNS cancer cells; 5.6% of 79,000 active
CAKI-1: CAKI-1 renal cancer; 4.7% of 75,000 active
786-0: 786-0 renal cancer cells | 5.1% of 81,000 active
U251: U251 CNS tumor cells. 5.4% of 80,000 active
The depositor's hits bear a star; / = no result given; & = joins results of further samples; ! = repeats disagree. Rule for the calls: active = growth percent below 10; inactive = the rest.

SMILES	SN12C	SF-268	TK-10	UO-31	SF-295	CAKI-1	786-0	U251
CCN(CC)c1ccc(/C=N/NC(=O)c2ccccc2Nc2ccnc(C(F)(F)F)c2)c(O)c1	22	14	33	16	24	57	17	15
COc1cc2c(=O)n(CC3CCCCC3)c3c4cc[nH]c4ncc3c2cc1OC	26	29	50	23	43	38	46	30
Cc1nc2cnc(N)c(C#Cc3cncc(C(=O)Nc4ccc(Cl)c(C(F)(F)F)c4)c3)c2nc1C	36	53	68	20	88	19	64	77
CC(C)(C)[Si](O[C@@H]1C(=O)C=CN[C@@H]1/C=C/c1ccccc1)(c1ccccc1)c1ccccc1	84	80	92	70	70	74	84	84
CCOC(=O)c1cc(C(=O)c2ccc(Br)cc2)n2nc(C)ccc12	86	86	80	71	99	/	77	72
CC(C)CCSc1nc(Nc2ccccc2)c(C#N)c(-c2ccc(F)cc2)n1	39	79	21	30	34	56	-9.8*	14
N=C(N)c1ccc(-c2ccc(-c3ccc(Cl)cc3Cl)s2)cc1F	-28*	1.9*	92	-90*	-80*	-83*	-79*	-52*
CC(=O)Nc1ccccc1-c1nc2ccccc2s1	92	101	98	89	103	95	104	108
O=c1oc2c(O)cccc2c2ccccc12	95	98	144	76	98	80	105	101
Cc1cc(Cl)ccc1OC(C)C(=O)Nc1nnc(C2CC2)s1 (stereo not given)	96	111	104	40	89	103	93	101
COc1cc2[nH]c(=S)n(-c3ccc(S(=O)(=O)Nc4ccc(Cl)nn4)cc3)c(=O)c2cc1OC	98	100	103	84	100	91	96	104
COc1ccc(/C=N\NC(=O)C[N+](C)(C)C)cc1	97	100	110	80	/	91	100	100
O=C1Nc2cccc3c2N(CCC3)C2=C1CCC2	100	108	126	88	96	92	114	104
O=c1[nH]c(O)c(/C=N/C(=S)N=Nc2c(O)[nH]c3ccccc23)c(=O)[nH]1	98	96	108	85	112	91	99	95
O=C(Nc1cccc(Cl)c1)c1ccc2c(c1)nc(-c1ccccc1)n2C1CCCCC1	83	79	84	65	30	76	68	79
COc1ccc(OCC(=O)OCCCl)cc1	98	99	98	89	92	/	104	105
O=c1[nH]nc(-c2ccccc2)cc1Cc1cc2ccccc2[nH]c1=O	95	90	114	80	86	83	89	93
COc1cc2cc(NCc3ccc(OCC(N)=O)c(OC)c3)nc(C)c2cc1OC	95	85	83	98	87	87	85	83
COc1ccc(/C=N/NCC(=O)n2nnnc2-c2ccccc2)cc1	100	94	77	69	59	72	84	73
CN(C)c1oc(C(=O)O)nc1C#N	101	108	99	94	99	98	109	99
Cc1ccc(S(=O)(=O)N(C(=S)OCCN2C(=O)c3ccccc3C2=O)c2c(F)cccc2F)cc1	87	92	91	85	66	/	106	99
Cc1cnc(SCc2ccc(Cl)cc2Cl)nc1Nc1ccc(Cl)c(Cl)c1	93	91	100	75	93	/	92	94
Cc1ccc(OCc2cccc(Cl)c2)cc1	118	95	110	112	118	105	102	/
CCOC(=O)c1[nH]c(C)c2c1CCc1cncnc1-2	100	110	157	90	102	91	100	110
Cn1ccnc1C(=O)C1CC1c1ccc(CC(=O)Nc2ccc(Br)cc2)cc1 (stereo not given)	91	94	119	84	98	100	105	95

The closing 3 records of the part above come first, to join the parts.
SMILES	SN12C	SF-268	TK-10	UO-31	SF-295	CAKI-1	786-0	U251
Cc1ccc(OCc2cccc(Cl)c2)cc1	118	95	110	112	118	105	102	/
CCOC(=O)c1[nH]c(C)c2c1CCc1cncnc1-2	100	110	157	90	102	91	100	110
Cn1ccnc1C(=O)C1CC1c1ccc(CC(=O)Nc2ccc(Br)cc2)cc1 (stereo not given)	91	94	119	84	98	100	105	95
N#Cc1ncc(-c2ccc(C(F)(F)F)nc2)c(NC2CCCCCC2)n1	101	106	97	74	101	99	104	92
CC(=O)Nc1cc2c(cc1[N+](=O)[O-])-c1ccccc1/C2=N\O	89	101	126	62	107	91	102	99
CNc1cc(SCc2ccc(Cl)cc2)nc(N)n1	100	96	77	81	93	/	93	93
c1ccc(CN2CCCCC2)nc1	97	102	105	95	94	94	96	112
Cc1ccc(-c2cc(C(F)(F)F)nn2-c2ccc(S(N)(=O)=O)cc2)cc1	80	92	106	48	94	87	91	90
COC(=O)/C=C/c1ccc(OC(C)=O)cc1	108	90	91	81	111	/	110	106
CC(C)CCSc1nc(NNC(N)=O)c(C#N)c(-c2ccccc2)n1	95	101	105	85	97	94	75	109
CC12CCC(=O)C=C1CCC1C2[C@@H](O)CC2(C)C1CC[C@]2(O)C(=O)COP(=O)(O)O (stereo not given in full)	49	103	/	71	112	82	121	104
COc1cc2ncnc(Oc3ccc(NC(=O)Nc4ccc(Cl)c(C(F)(F)F)c4)c4ccccc34)c2cc1OC	80	68	121	75	88	/	36	70
CSC1=NC(=Nc2c(C)cccc2C)C2(CCC(C(C)(C)C)CC2)N1c1ccc(Cl)cc1 (stereo not given)	42	43	61	35	/	12	51	31
NCc1ccc(S(=O)(=O)Nc2ccccc2)cc1	100	96	94	94	93	91	98	96
C/C(Cc1ccccc1)=N/Nc1ccc([N+](=O)[O-])cc1[N+](=O)[O-]	98	107	113	80	98	72	104	109
O=[N+]([O-])c1cccc(/C=C/c2nc[nH]c2[N+](=O)[O-])c1	90	96	107	91	108	109	106	88
O=C(O)c1cn(C2CC2)c2cc(N3CCN(C(=O)/C=C/c4ccc(Cl)cc4)CC3)c(F)cc2c1=O	71	62	105	-63*	81	74	76	78
O=C(O)c1cn(C2CC2)c2cc(N3CCN(C(=O)Nc4nc(-c5ccc(Cl)cc5)cs4)CC3)c(F)cc2c1=O	7.2*	21	22	2.1*	-3.3*	17	23	11
CN1CCN(c2ccc(NC3=C(Cl)C(=O)c4ncccc4C3=O)cc2C#N)CC1	26	85	85	-35*	115	0.7*	85	56
CC(=N)c1c(O)cc(C)oc1=O	104	95	101	81	/	90	104	100
CN1CCN(C(=O)OCc2ccc3c(Cl)cc(Cl)c(O)c3n2)CC1	57	53	105	34	45	55	87	37
Cn1ccnc1C(=O)/C=C/c1ccc(CC(=O)Nc2ccccc2)cc1	16	11	18	16	26	/	19	7.0*
O=C(N/N=C\c1ccccc1C(=O)O)C(=O)N/N=C\c1ccccc1C(=O)O	78&97	103&99	100&96	81&66	92&106	97&97	103&105	99&99
O=C(c1ccc(O)cc1)C1[C@H](c2ccc(Br)cc2)[C@@H](c2ccccc2)NC12C(=O)Nc1ccc(Cl)cc12 (stereo not given in full)	92	90	85	79	87	72	89	92
Cc1cccc(C)c1NCC(=O)Nc1ccccn1	101	98	109	78	101	83	96	100
COC1=CC(c2ccc[nH]2)=N/C1=C\c1[nH]c(C)c(C(=O)CCCCCCCCC(=O)O[C@H]2CC[C@H]3C4CCc5cc(O)ccc5C4CC[C@]23C)c1C (stereo not given in full)	40	39	34	-13*	29	41	20	21
CC1(C)CC(=O)c2c(nc(Nc3nc4ccccc4s3)nc2-c2ccc(F)cc2)C1	106	90	94	75	/	82	96	94
CC[C@]12C=CCN3CC[C@@]4(c5cc(NC(=O)CCC(=O)O[C@H]6CC[C@H]7[C@@H]8CC[C@H]9CC(=O)CC[C@]9(C)[C@H]8CC[C@]67C)c(OC)cc5N(C)[C@H]4[C@@](O)(C(=O)OC)[C@@H]1OC(C)=O)[C@@H]32	71	74	90	51	68	/	75	64

Limited to SF-268, for two of the compounds above:
SMILES | SF-268
Cc1ccc(-c2cc(C(F)(F)F)nn2-c2ccc(S(N)(=O)=O)cc2)cc1 | 92
COC(=O)/C=C/c1ccc(OC(C)=O)cc1 | 90

Quoted from the listing:
Result for O=C(N/N=C\c1ccccc1C(=O)O)C(=O)N/N=C\c1ccccc1C(=O)O in TK-10: 100&96
Result for c1ccc(CN2CCCCC2)nc1 in TK-10: 105
Result for Cn1ccnc1C(=O)C1CC1c1ccc(CC(=O)Nc2ccc(Br)cc2)cc1 (stereo not given) in SN12C: 91

Not a retest: two of the compounds above.
SMILES	SN12C	SF-268	TK-10	UO-31	SF-295	CAKI-1	786-0	U251
N#Cc1ncc(-c2ccc(C(F)(F)F)nc2)c(NC2CCCCCC2)n1	101	106	97	74	101	99	104	92
CC(=O)Nc1cc2c(cc1[N+](=O)[O-])-c1ccccc1/C2=N\O	89	101	126	62	107	91	102	99

(more compounds)
SMILES	SN12C	SF-268	TK-10	UO-31	SF-295	CAKI-1	786-0	U251
COP(=O)(OC)/C(=C\c1cn(C(c2ccccc2)(c2ccccc2)c2ccccc2)cn1)NC(C)=O	95	93	92	77	98	82	102	95
COc1ccc(/C=N/N2C(=O)/C(=C/c3ccc(Cl)cc3)C=C2c2ccc(OC)cc2)cc1	95	101	97	79	107	94	105	92
CN1CCN(Cc2nnc(CCC(=O)c3nc4ccc([N+](=O)[O-])cc4[nH]3)o2)CC1	105	96	116	79	102	/	106	100
O=C(CN1N=C(c2ccc(F)cc2)CCC1=O)Nc1nc2ccccc2s1	40	48	95	-84*	-47*	/	-90*	16
CCOP(=O)(OCC)/C(C#N)=C\c1ccc(OC(C)=O)cc1	106	99	85	89	109	99	95	/
Nc1nc(Nc2ccccc2)nn1Cc1ccccc1	95	96	94	87	108	88	98	100
CC(C)(C)OC(=O)N1CCC[C@]2(C)[C@H]3CC[C@@H]4[C@H]5[C@H]6OC[C@@]5(CCC6(C)C)CC[C@@]4(C)[C@]3(C)CC[C@H]2C1(C)C	110	110	95	87	96	100	100	103
COC(=O)c1ccc[n+](Cc2ccccc2)c1	98	100	91	95	100	90	104	95
COc1cc(-c2nc3cc4nc5ccccc5[nH]c4cc3n2)ccc1O	75	84	129	46	86	58	89	81
COc1cc(/C=C/C(=O)c2cccc(-n3cc(-c4ccc(Cl)cc4)[nH]c3=O)c2)cc(OC)c1OC	56	49	92	52	81	66	82	31
O=C1C(=Cc2cc3ccccc3[nH]c2=O)C(=O)c2ccccc21	100	118	137	91	115	101	108	102
COc1c(F)cccc1/C=C/C(=O)/C=C(O)/C=C/c1cccc(F)c1OC	94	95	123	90	105	94	99	94
c1cncc(-c2nc3cnccn3c2NCCN2CCOCC2)c1	95	99	101	83	98	86	101	98
NC(=S)N/N=C/c1ccc(OCc2ccccc2)cc1	71	81	60	23	96	68	42	72
COc1cc(Cn2cc3c(c2-c2ccccc2)CCc2cnoc2-3)cc(OC)c1OC	86	98	111	65	70	70	94	89
CCCOc1ccc2c(c1)CC[C@@H]1[C@@H]2CC[C@@]2(C)[C@H]1CC[C@]2(C)O	83	81	69	70	59	62	90	72
Cc1noc2c(Cc3ccc([N+](=O)[O-])cc3)nn(CC(=O)N/N=C/c3ccc(Cl)cc3)c(=O)c12	54	24	72	41	70	52	-19*	13
O=c1oc2ccc(-c3ccc(F)cc3F)cc2c(=O)n1-c1cccc(C(F)(F)F)c1	1.1*	16&13	15&12	-18*	-17*	-12*	0.9*!	4.9*!
COc1ccc2c(=O)c(C)c(C(=O)N[C@@H](Cc3ccccc3)C(O)C(N)=O)oc2c1 (stereo not given in full)	86	99	93	96	102	95	102	103
CC(C)=C[C@@H]1c2c(c3ccccc3n(C)c2=O)O[C@H]2c3c(c4ccccc4n(C)c3=O)OC(C)(C)[C@@H]12	115	86	123	63	66	88	94	84
CCC1S/C(=N\N=C(/C)c2ccc[nH]2)N(c2ccccc2)C1=O (stereo not given)	116	109	83	43	120	/	117	108
Nc1cc(F)ccc1NC(=O)c1ccc(CNC(=O)/C=C2\NC(=O)c3ccccc32)cc1	69	64	28	50	84	/	93	64
C[C@@H]1N=C(c2ccc(Br)cc2)Nc2nc3ccccn3c2C1=O	92	83	110	62	41	44	83	54
Cc1ccc(CCNc2ncnc(Cl)c2N)cc1	88&87	90&95	72&78	79&72	42&58	49&67	70&71	76&89
COc1ccc(-n2sc(=O)n(Cc3ccc(COC(=O)C(C)c4ccc(CC(C)C)cc4)cc3)c2=O)cc1 (stereo not given)	23	72	10	-6.9*	97	31	57	75

Other structures follow:
SMILES	SN12C	SF-268	TK-10	UO-31	SF-295	CAKI-1	786-0	U251
Clc1cnc2ccccc2c1	97	99	102	83	101	94	94	98
COc1ccc(C2CC(c3ccc(N)cc3)=NN2c2ccccc2)cc1 (stereo not given)	97	102	85	84	97	103	101	98
Cc1ccc(-c2c(Nn3cnnn3)no[n+]2[O-])cc1	85	81	119	91	80	85	87	80
COc1cc(-c2nn(-c3cccc(F)c3)cc2CO)ccc1O	96	92	126	75	107	/	103	100
CCCCOC(=O)Oc1ccc(Cl)cc1	105	107	108	93	/	99	101	100
O=C(NC1CCOCC1)c1ccc2c(c1)CN(c1ncc(Cc3cccc(-n4cccn4)c3)s1)CC2	82	80	82	64	63	/	69	73
c1ccc(N=c2scc(-c3ccccc3)n2-c2cccc(-n3c(-c4ccccc4)csc3=Nc3ccccc3)c2)cc1	96	100	139	75	122	75	111	97
COC(=O)[C@H]1CCCN1C(=O)[C@@H]1CCCN1C(=O)[C@@H](Cc1c[nH]c2ccccc12)NC(=S)Nc1cc(C(F)(F)F)cc(C(F)(F)F)c1	71	62	105	73	/	78	81	/
CCN(CC)CCSc1c2ccc(Cl)cc2nc2ccc(OC)cc12	90	97	84	88	105	91	68	93
c1ccc(Cn2c(N=Nc3c(Nc4ccccc4)ccc4ccccc34)nc3ccccc32)cc1	96	97	83	98	97	73	91	96
Nc1ccc(Cl)c(S(=O)(=O)O)c1	97	102	98	78	112	95	104	100
CCCCN(C)N=Nc1ccc(C(N)=O)cc1	97	108	111	57	101	59	106	108
COC(=O)CCCC1CCC(CCCC(=O)OC)CC1 (stereo not given)	95	101	92	86	111	94	101	92
CC(=O)Nc1nc2ccc(NS(=O)(=O)c3cccc4c(N(C)C)cccc34)cc2s1	100	94	112	87	92	88	100	100
COC(=O)C(N)C(=O)OC	97	107	102	/	99	91	98	102
CC(C)(C)n1cc(-c2ccnc(NCCCNS(=O)(=O)c3ccc(Cl)cc3)c2)c(-c2cccc(F)c2)n1	74	87	111	67	68	78	71	62
